KB-3-1 cytotox: qHTS assay for MDR1-selective chemotherapeutics: Primary screen using the parental adenocarcinoma cell KB-3-1; KB-3-1 viability, CellTiter-Glo ATP luminescence, 72 h; Potency, µM (highest dose often 46.1 µM), inactives show top-dose activity change, negative = cytotoxic, actives largely listed as cytotoxic; hit rate 1.4% among 400,000; AID 1347075, 2019; further: potency means the concentration at half of the fitted maximal effect; on the % scale 0 is the no-effect control and ±100 the full control effect; nearly all actives have a fitted effect of over 60% in size
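Parental KB-3-1 adenocarcinoma cells in phenol-red-free DMEM with 10% FBS were pin-treated with compounds at several concentrations, incubated 72 h at 37 °C, and viability read by CellTiter-Glo luminescence; concentration-effect curves were fitted after normalization.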
SW480 rereplic: A quantitative high throughput screen for small molecules that induce DNA re-replication in SW480 colon adenocarcinoma cells | Potency, µM (highest dose often 46.1 µM), for inactives: at the top dose re-replication activation, most hits filed as activators | SW480 DNA re-replication, Hoechst DNA content imaging, 48 h | hit rate 1.8% among 340,000; further: potency means the concentration at half of the fitted maximal effect; % of control where 0% means no effect; nearly all actives have a fitted effect of over 55% in size
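Image-based read-out: total Hoechst fluorescence of nuclei (405 nm excitation, 500-530 nm emission), with hits raising the fraction of high-intensity nuclei. SW480 colon cells incubated 48 hr with compounds at 37 C.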
ATXN2 expr inh: Primary qHTS for Inhibitors of ATXN expression | HEK-293 ATXN2-luciferase reporter, luminescence, 24 h | Potency, µM (top dose mostly 57 µM), for the others: at the top dose activity change, negative = inhibition, hits mostly inhibitors | hit rate 0.72% among 360,000 | AID 1745845, 2022; further: potency means the concentration at half of the fitted maximal effect; on the % scale 0 is the no-effect control and ±100 the full control effect; nearly all actives have a fitted effect of over 55% in size
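qHTS (up to 57 uM final) was run with 24 h compound exposure of reporter cells at 37 °C. Each well was multiplexed: SteadyGlo luminescence measured ATXN2-luciferase expression after a fluorogenic Gly-Phe-AFC viability readout (25 uM final).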
HT1080-NT tox: qHTS for induction of synthetic lethality in tumor cells producing 2HG: qHTS for the HT-1080-NT fibrosarcoma cell line | hit rate 1.6% among 360,000 | Potency, µM (series often up to 46.1 µM), for inactives: at the top dose activity, negative = less viability, usual class: cytotoxic | HT-1080-NT fibrosarcoma viability, CellTiter-Glo ATP luminescence, 48 h;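 further: NT is the 2HG producing partner of a matched IDH1 knockdown line; potency means the concentration at half of the fitted maximal effect; 0% = DMSO-treated cells and -100% = media-only wells without cells; nearly all actives have a fitted effect of over 55% in size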
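750 cells/well, RPMI + 5% FBS; 2 h settle, compound pin-transfer, 48 h at 37 degrees C. CellTiter-Glo 10 min RT, luminescence. Normalized to DMSO and media-only wells.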
HepG2 tox: qHTS for Inhibitors of TGF-b: Cytotox Counterscreen; Potency, µM (top dose mostly 46.1 µM), for the others: top-dose activity change, negative = cytotoxicity, hits mostly cytotoxic; HepG2 CAGA-GFP viability, ATP luminescence, 18 h; hit rate 0.76% among 410,000; further: potency means the concentration at half of the fitted maximal effect; some results filed as inactive show a strong effect at the top dose
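HepG2 CAGA-GFP cells (1000/well, DMEM with 1% FBS) received compound, then TGF-beta at 500 pg/mL final, and were incubated 18 hours at 37 degrees C. Viability was read by CellTiter-Glo luminescence. Media-only wells were set as complete cell-killing and DMSO as no toxicity.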
MCF10A rerep: A quantitative high throughput screen for small molecules that induce DNA re-replication in MCF 10a normal breast cells | MCF 10A DNA re-replication, Hoechst nuclear intensity, 48 h | Potency, µM (series often up to 46.1 µM), for the others: at the top dose activity, positive = re-replication, most hits filed as activators | hit rate 2.9% among 350,000 | AID 624296, 2012; further: potency means the concentration at half of the fitted maximal effect; % of control where 0% means no effect; nearly all actives have a fitted effect of over 50% in size
HT1080 IDH1KD tx: qHTS for induction of synthetic lethality in tumor cells producing 2HG: qHTS for the HT-1080-IDH1KD cell line | HT-1080 IDH1 knockdown viability, ATP luminescence, 48 h | Potency, µM (doses to about 46.1 µM), inactives show at the highest dose activity, negative = toxicity, usual class: cytotoxic | hit rate 2% among 360,000 | AID 686971, 2013;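 further: potency means the concentration at half of the fitted maximal effect; 0% = DMSO wells and -100% = cell-free medium wells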
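IDH1KD HT-1080 cells, 750/well, RPMI + 5% FBS; compound pinned after 2 h settling; 48 h, 37 °C; CellTiter-Glo luminescence; % activity normalised to DMSO and no-cell wells; curves fitted, classed by r2 and efficacy.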
S2 tox: Viability Counterscreen for Primary qHTS for Inhibitors of ATXN expression; S2 cells (HEK-293 line with an ATXN2-luciferase reporter) viability, CellTiter-Fluor protease fluorescence, 24 h; Potency, µM (titrated, usually from 56.7 µM), hits mostly cytotoxic; hit rate 0.49% among 400,000; further: potency means the concentration at half of the fitted maximal effect; nearly all actives have a fitted effect of over 40% in size
IL1B secr inh: qHTS for Inhibitors of Inflammasome Signaling: IL-1-beta AlphaLISA Primary Screen; THP-1 LPS/ATP IL-1B secretion, AlphaLISA, 16 h; active compounds read low; activity change, % at 57.5 µM; hit rate 4.7% among 360,000; AID 743279, 2014; in the data active means activity change below about -50%; inconclusive means mostly about -30% to -49%; further: on the % scale 0 is the no-effect control and ±100 the full control effect
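THP-1 cells pretreated 1 hr with compounds (up to 57.5 uM final), then stimulated with LPS (250 ng/mL final) plus ATP (1.25 mM final); secreted IL-1B measured by AlphaLISA after 16 hr, decreased signal indicating inhibition.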
Active calls of the source: *; [ ] = remark or other dose. Unless noted, the call rests on the fitted dose curve; in most records, active means well fitted curve in the direction sought with a large enough effect; inconclusive means small, poorly fitted or top-dose-only effect, or another doubt; inactive means no such curve, though single readings can be large; an effect the other way counts as inactive or inconclusive. Outcome played no part in choosing rows; any-hit rate near 8.9%.

Cc1ccccc1Nc1nnc(-c2ccc(C)c(S(=O)(=O)N3CCOCC3)c2)c2ccccc12 was read as KB-3-1 cytotox -5%, ATXN2 expr inh 5%, HepG2 tox 12% and S2 tox inactive.
`OC[C@@H]1[C@@H](c2ccc(Cl)cc2)C(c2cccc(Cl)c2)=NN1c1ccccc1` gave KB-3-1 cytotox 0%, SW480 rereplic 2.3µM*, ATXN2 expr inh inconclusive, HT1080-NT tox inconclusive, HepG2 tox 13µM*, MCF10A rerep inconclusive, HT1080 IDH1KD tx -28% and IL1B secr inh inconclusive.
For c1nc(NCc2ccc3c(c2)OCO3)c2cc(-c3ccoc3)ccc2n1 the results were KB-3-1 cytotox 7%, SW480 rereplic -4%, ATXN2 expr inh 75%[activator], HepG2 tox -28%, MCF10A rerep inconclusive and S2 tox inactive.
For CCCCN(C(=O)Cc1ccc(S(=O)(=O)N2CCOCC2)s1)c1ccccc1 the results were KB-3-1 cytotox -5%, SW480 rereplic -19%, ATXN2 expr inh 2%, HT1080-NT tox 1%, HepG2 tox -8%, MCF10A rerep inconclusive, HT1080 IDH1KD tx 8%, S2 tox inactive and IL1B secr inh 22.
Screening CCOC(=O)/C=C/C(=O)OCC(=O)Nc1ccc([N+](=O)[O-])cc1 returned KB-3-1 cytotox 0%, SW480 rereplic 2%, HT1080-NT tox 3%, HepG2 tox -75%, MCF10A rerep 22%, HT1080 IDH1KD tx 0%, S2 tox inactive and IL1B secr inh inconclusive.
`CN(CCCC(=O)Nc1ccccc1)S(=O)(=O)c1ccc(Cl)cc1` gave KB-3-1 cytotox -32%, SW480 rereplic 14%, ATXN2 expr inh -22%, HT1080-NT tox -26%, HepG2 tox 5%, MCF10A rerep 14%, HT1080 IDH1KD tx inconclusive, S2 tox inactive and IL1B secr inh -9.
Screening O=C(Cc1ccccc1)N1O[C@H]2C=C[C@@H]1CC2 returned KB-3-1 cytotox 0%, SW480 rereplic -8%, ATXN2 expr inh 3%, HT1080-NT tox 3%, HepG2 tox -2%, MCF10A rerep inconclusive, HT1080 IDH1KD tx 4%, S2 tox inactive and IL1B secr inh 24.
Screening CCCCn1c2ccc(F)cc2c2nnc(SCCN3CCOCC3)nc21 returned KB-3-1 cytotox -4%, SW480 rereplic -6%, ATXN2 expr inh -11%, HT1080-NT tox inconclusive, HepG2 tox 4%, MCF10A rerep -10%, HT1080 IDH1KD tx inconclusive, S2 tox inactive and IL1B secr inh -22.
Screening Cc1ccc(S(=O)(=O)N(CC(=O)N/N=C/c2ccccc2C(=O)O)c2cc(Cl)cc(Cl)c2)cc1 returned KB-3-1 cytotox 1%, SW480 rereplic -4%, ATXN2 expr inh -5%[11.3 µM], HT1080-NT tox -1%, HepG2 tox 2%, MCF10A rerep inconclusive, HT1080 IDH1KD tx -3%, S2 tox inactive and IL1B secr inh 19.
`O=C(NN1CC(=O)N(c2cc(Cl)cc(Cl)c2)CC1=O)c1cccs1` gave KB-3-1 cytotox 1%, SW480 rereplic -26%, HT1080-NT tox 2%, HepG2 tox 12%, MCF10A rerep -4%, HT1080 IDH1KD tx -1%, S2 tox inactive and IL1B secr inh -17.
`C#CCOCCOCCOCCNc1nc(N2CCN(C(=O)CCCCCCCCCCNC(=O)Cn3cc(CCCCCN)nn3)CC2)nc(N2CCN(C(=O)CCCCCCCCCCNC(=O)[C@@H]([C@H](C)O)n3cc(C)nn3)CC2)n1` gave KB-3-1 cytotox inconclusive, SW480 rereplic 0%, ATXN2 expr inh inconclusive, HT1080-NT tox -5%, HepG2 tox -18%, MCF10A rerep 151%, HT1080 IDH1KD tx -15% and IL1B secr inh -20.
CC1CCCN(C(=O)c2ccc([N+](=O)[O-])o2)C1 (stereo not given) was read as KB-3-1 cytotox -4%, SW480 rereplic inconclusive, ATXN2 expr inh -11%, HT1080-NT tox 1%, HepG2 tox -3%, MCF10A rerep 19%, HT1080 IDH1KD tx -4%, S2 tox inactive and IL1B secr inh -25.

Structures shown so far containing a furan ring, fused or not:
For c1nc(NCc2ccc3c(c2)OCO3)c2cc(-c3ccoc3)ccc2n1 the results were KB-3-1 cytotox 7%, SW480 rereplic -4%, ATXN2 expr inh 75%[activator], HepG2 tox -28%, MCF10A rerep inconclusive and S2 tox inactive.
CC1CCCN(C(=O)c2ccc([N+](=O)[O-])o2)C1 (stereo not given) was read as KB-3-1 cytotox -4%, SW480 rereplic inconclusive, ATXN2 expr inh -11%, HT1080-NT tox 1%, HepG2 tox -3%, MCF10A rerep 19%, HT1080 IDH1KD tx -4%, S2 tox inactive and IL1B secr inh -25.

Continuation.
`O=C(Cn1cncn1)NCc1cccc2ccccc12` gave KB-3-1 cytotox 11%, SW480 rereplic 7%, ATXN2 expr inh 5%, HT1080-NT tox -2%, HepG2 tox -23%, MCF10A rerep 1%, HT1080 IDH1KD tx 1%, S2 tox inactive and IL1B secr inh 28.
For Cc1nc2[nH]c(=S)[nH]c2cc1Br the results were KB-3-1 cytotox -25%, SW480 rereplic -8%, ATXN2 expr inh 3%, HT1080-NT tox 3%, HepG2 tox 23%, MCF10A rerep 6%, HT1080 IDH1KD tx 3%[9.24 µM], S2 tox inactive and IL1B secr inh 7.
For O=C1NC(=O)/C(=C/c2cccc(O)c2)N1 the results were KB-3-1 cytotox -14%, SW480 rereplic -2%, HT1080-NT tox 3%, HepG2 tox -16%, MCF10A rerep 0%, HT1080 IDH1KD tx -3%, S2 tox inactive and IL1B secr inh 15.
Screening S=C(NC1CC1)NC1CCCc2ccccc21 (stereo not given) returned KB-3-1 cytotox 0%, SW480 rereplic -15%, HT1080-NT tox -6%, HepG2 tox -16%, MCF10A rerep inconclusive, HT1080 IDH1KD tx -9%, S2 tox inactive and IL1B secr inh -11.
`COCCNC(=O)CSc1nc2c(n1-c1ccccc1)CCCC2` gave KB-3-1 cytotox 6%, SW480 rereplic -1%, ATXN2 expr inh -1%, HT1080-NT tox -6%, HepG2 tox -3%, MCF10A rerep 4%, HT1080 IDH1KD tx -1%, S2 tox inactive and IL1B secr inh -9.
For CCOC(=O)C1CCc2sc(N)c(C#N)c21 (stereo not given) the results were KB-3-1 cytotox 3%, SW480 rereplic 1%, ATXN2 expr inh 7%, HT1080-NT tox -4%, HepG2 tox -18%, MCF10A rerep 1%, HT1080 IDH1KD tx 0%, S2 tox inactive and IL1B secr inh 6.
`O=C(NC12CC3CC(CC(C3)C1)C2)N1CCN(C(=O)c2ccco2)CC1` gave KB-3-1 cytotox 8%, SW480 rereplic -7%, ATXN2 expr inh 28%, HT1080-NT tox 1%, HepG2 tox 1%, MCF10A rerep 2%, HT1080 IDH1KD tx -5%, S2 tox inactive and IL1B secr inh 42.
For Cc1ccc(-n2ncc3c(NCc4ccccc4)ncnc32)cc1C the results were KB-3-1 cytotox 4%, ATXN2 expr inh 29%, HepG2 tox -11% and S2 tox inactive.
CCC(C)Nc1nc2c(c(=O)[nH]c(=O)n2C)n1CCC(C)C (stereo not given) was read as KB-3-1 cytotox 7%, SW480 rereplic -9%, ATXN2 expr inh 7%, HT1080-NT tox 2%, HepG2 tox -3%, MCF10A rerep inconclusive, HT1080 IDH1KD tx -4%, S2 tox inactive and IL1B secr inh -16.
`COC(=O)c1ccccc1NC(=O)C1=CC(c2ccc3c(c2)OCO3)=NS(=O)(=O)N1C` gave KB-3-1 cytotox -1%, ATXN2 expr inh 12%, HepG2 tox 6% and S2 tox inactive.
Screening CCOC(=O)/C(C#N)=C/c1cn(CCC(=O)O)nc1-c1ccc(OC)cc1 returned KB-3-1 cytotox 14%, SW480 rereplic 1%, ATXN2 expr inh 0%, HT1080-NT tox 9%, HepG2 tox -3%, MCF10A rerep 0%, HT1080 IDH1KD tx 5%, S2 tox inactive and IL1B secr inh 0.
Screening Oc1ccc(-c2cnc3ccccc3n2)cc1 returned KB-3-1 cytotox inconclusive, SW480 rereplic -15%, ATXN2 expr inh 67%[activator], HT1080-NT tox 0%, HepG2 tox -13%, MCF10A rerep 8%, HT1080 IDH1KD tx -12% and IL1B secr inh -16.
`CC(C)(C)NC(=O)c1ccc(NC(=O)c2ccccc2-c2ccccc2C(=O)O)cc1` gave KB-3-1 cytotox 1%, SW480 rereplic -6%, HT1080-NT tox 0%, HepG2 tox -12%, MCF10A rerep 0%, HT1080 IDH1KD tx 0%, S2 tox inactive and IL1B secr inh -9.
CCN(CC)CCCC(C)Nc1cc(/C=C/c2ccccc2Cl)nc2cc(Cl)ccc12 (stereo not given) was read as KB-3-1 cytotox inconclusive, SW480 rereplic 16%, HepG2 tox 2.8µM* and MCF10A rerep 23%.
For CCc1ccc(NC(=O)Cn2nc(C)c([N+](=O)[O-])c2C)cc1 the results were KB-3-1 cytotox 16%, SW480 rereplic -4%, ATXN2 expr inh -24%, HT1080-NT tox 6%, HepG2 tox -1%, MCF10A rerep 9%, HT1080 IDH1KD tx -1%, S2 tox inactive and IL1B secr inh -13.
`COc1ccc(N2CCN(C(=S)Nc3ccc(C)cc3C)CC2)cc1` gave KB-3-1 cytotox 6%, SW480 rereplic -10%, ATXN2 expr inh -21%, HT1080-NT tox -1%, HepG2 tox 6.3µM*, MCF10A rerep 2%, HT1080 IDH1KD tx -3%, S2 tox inactive and IL1B secr inh inconclusive.
Screening O=C(NCc1ccccc1)C(c1cccc2ccccc12)n1c(=O)c(-c2ccco2)nc2ccccc21 (stereo not given) returned KB-3-1 cytotox -9%, HT1080-NT tox -3%, HT1080 IDH1KD tx -2% and IL1B secr inh -5.
